Screening results from PubChem BioAssay.
MgcRacGAP inhibition: MgcRacGAP GTPase-activating activity inhibitors, confirmation, biochemical, ADP Hunter fluorescence. MgcRacGAP-stimulated Rac1 GTP hydrolysis, ADP Hunter fluorescence; higher % means a stronger effect; GST-tagged Rac1 F28L mutant substrate. 340,000 tested, 0.6% active. inhibition, % at 30 µM, or IC50 in µM where a hit was titrated;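 active = first-screen hits whose inhibition reached a set limit at any dose in the follow-up dose series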;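 also: fluorescence reports GDP produced by GAP-driven GTP hydrolysis; strong numbers were not always called active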
NS5 inhibitors: Dengue-2 NS5 methyltransferase inhibitors, primary screen, biochemical, confirmation dose response (AID 588689). Dengue-2 NS5 methyltransferase capping enzyme assay, biochemical; higher % means a stronger effect. one-dose inhibition, % at 25 µM; IC50 in µM for titrated hits. 340,000 tested, 0.3% active; in the data active = a potency from the dose series
NS5 inhibitors pilot replicate: further read-out of NS5 inhibitors, marked with its call; inhibition, %; measured here: pilot screen replicate inhibition
* hit, by the source's call. This is a subset; rates above refer to the full screens.

SMILES | MgcRacGAP inhibition | NS5 inhibitors | others
O=C1c2cc(O)c(O)cc2OC(c2ccc(O)c(O)c2)C1O (stereo not given) | 21% | 5%
CC(C)c1ccc(S(=O)(=O)N2CCN(C(=O)c3cccc(S(=O)(=O)N4CCOCC4)c3)CC2)cc1 | 5% | 3%
CC(Oc1ccccc1)C(=O)Nc1ccc(F)c(S(=O)(=O)N2CCOCC2)c1 (stereo not given) | 3% | -6%
Cc1c(NC(=O)c2cccc(NC(=O)COc3ccccc3C#N)c2)c(=O)n(-c2ccccc2)n1C | -4% | -9%
O=[N+]([O-])c1cccc(S(=O)(=O)Nc2ccccn2)c1 | 10% | 3%
CCN(CC(=O)Nc1cccc(OC)c1)C(=O)C1CC(=O)N(Cc2ccccc2Cl)C1 (stereo not given) | 9% | -2%
CN(NS(=O)(=O)c1ccccc1)C(=O)c1ccccc1 | 4% | 9%
CCc1noc(C)c1C(=O)OCC(=O)c1ccc(NC(C)=O)cc1F | 5% | -9%
CCn1nnnc1-c1ccc(OC)c(S(=O)(=O)Nc2ccccc2OC)c1 | 7% | 2%
NC(=O)C12C(=O)NC(=O)C1(C(=O)O)C21CCCC1 (stereo not given) | -2% | -6%
Cc1nc(SCc2nc3c(F)cccc3[nH]2)c2oc3ccccc3c2n1 | 6% | -4%
O=C(CN1CCCC1c1cccs1)Nc1cc(S(=O)(=O)N2CCCCC2)ccc1Cl (stereo not given) | 9% | -2%
O=C(CN1CCN(S(=O)(=O)c2ccc(Br)s2)CC1)N1CCc2ccccc21 | 14% | 1%
CCNC(=O)c1cccc(NC(=O)C2CC(=O)N(CCc3ccccc3)C2)c1 (stereo not given) | 3% | -11%
CCN(c1ccccc1)S(=O)(=O)c1cc(C(=O)NCC(c2ccco2)N2CCCCC2)ccc1C (stereo not given) | 6% | -12%
O=C(NC1CCCCC1)c1ccc([N+](=O)[O-])cc1 | 2% | -4%
O=C(OCC(=O)c1ccccc1Cl)C1=NN(c2ccccc2)C(=O)CC1 | 3% | 2%
CCc1ccc(CN2CCC(Oc3cc(C(=O)NC4CC4)ccc3OC)CC2)cc1 | 5% | 3%
Cn1c(=O)c2[nH]c(NN=Cc3ccc(Br)cc3)nc2n(C)c1=O | 8% | 9%
CC1=C(C(=O)N2CCOCC2)CC(CC(=O)NCCN2CCOCC2)C(=O)N1Cc1ccccc1 (stereo not given) | 10% | 2%
O=C(COC(=O)c1cnccn1)NCCc1ccc(Cl)cc1 | 9% | -9%
CC(C)c1ccc(S(=O)(=O)N2CCN(C(=O)[C@@H]3CCCN3C(=O)c3cccs3)CC2)cc1 | 2% | 4%
CN1CCN(S(=O)(=O)c2ccc(N(C)Cc3c(F)cccc3Cl)nc2)CC1 | 2% | 2%
O=P1(NC2CCCCC2)OCC2(CO1)COP(=O)(NC1CCCCC1)OC2 (stereo not given) | -4% | 8%
COCCCNC(=O)C[C@H]1C[C@H](C(=O)N2CCCCC2)[C@@]2(C)c3[nH]c4ccc(Cl)cc4c3CCN2C1=O | -3% | 3%
CCOC(=O)c1cc(-c2ccccc2C)n(CC2CC(c3ccc(OC)cc3)=NO2)n1 (stereo not given) | 6% | 2%
c1ccc2c(c1)C1=NCCN1c1ccccc1-2 | 20% | -1%
CCOC(=O)c1ccc(-c2c(C)cc3oc(=O)cc(-c4ccccc4)c3c2C)cc1 | 5% | -1% | NS5 inhibitors pilot replicate=-0.6
Nc1cc(N)nc(SCC(=O)NCc2ccc3c(c2)OCO3)n1 | 9% | -6%
COc1ccc(C2=Nn3c(nnc3-c3ccccc3Cl)SC2)cc1OCC1CC1 | 10% | 2%
C=CCn1c(SCC(=O)Nc2ccc(O)cc2)nc2sc(C)c(C)c2c1=O | 4% | -4%
C[C@H](CO)N1C[C@H](C)[C@@H](CN(C)C(=O)Nc2ccc(C(F)(F)F)cc2)Oc2ccc(NC(=O)Nc3ccccc3)cc2C1=O | 11% | -1% | NS5 inhibitors pilot replicate=-6.1
CCCCCCn1c(=O)n2n(c1=O)[C@@H]1CN(S(=O)(=O)c3ccc(C)cc3)C[C@]1(O)[C@@H](OC(=O)Nc1c(C)noc1C)C2 | 14% | -3%
O=C(O)CCC(C(=O)O)N1C(=O)C2C3CCC(C3)C2C1=O (stereo not given) | 2% | 5%
O=C(c1cccs1)N1C[C@@H](n2cc(C3CC3)nn2)[C@H](O)C[C@@H]1c1ccccc1 | 14% | 0%
CCOc1ccc2c(ccc(/C=C/c3cc(C)c4cccnc4c3O)[n+]2C)c1 | 34µM* | 0%
C=CCn1c(O)c(N=Nc2ccccc2[N+](=O)[O-])c2ccccc21 | 5% | 2%
COc1ccc(S(=O)(=O)N2CCN(CC(=O)NC(C)c3cccs3)CC2)cc1 (stereo not given) | 7% | -2%
COc1cc(NC(=O)COc2ccc([N+](=O)[O-])cc2)ccc1NC(=O)c1ccco1 | 10% | 1%
N#CC(C#N)=C1CCCc2sccc21 | -9% | -1%
Cc1noc(C)c1C(=O)OCC(=O)NC1CCCCC1C (stereo not given) | 14% | 0%
C=C(C(=O)c1ccccc1)C(NC(C)(C)C)c1ccccc1 (stereo not given) | 19% | -6%
CCC1([N+](=O)[O-])COC(c2ccc(Cl)cc2)OC1 (stereo not given) | -5% | -5%
O=C(c1cc2ccccc2oc1=O)N1CCCN(C(=O)c2cc3ccccc3oc2=O)CC1 | 7% | 1%
COC(=O)C[C@@H]1C[C@@H]2c3cc(NS(=O)(=O)c4ccc(F)cc4)ccc3O[C@@H]2[C@H](CO)O1 | 16% | -7%
C=C(C)COC(=O)C1CC2OC2CC1C(=O)OCC(=C)C (stereo not given) | -2% | 6%
CC(=O)Nc1cccc(C(=O)OCC(=O)NC(=O)NC2CCCC2)c1 | 6% | -4%
COc1ccc(S(=O)(=O)N2CCN(C(=O)[C@@H]3CCCN3C(=O)c3cccs3)CC2)cc1 | 8% | 4%
CC(=NCc1ccccc1)c1ccccc1O | 0% | -1%
CCOc1ccc(C(=O)N[C@H](C(=O)N2CCN(c3ncccn3)CC2)C(C)C)cc1 | -1% | -2%

Of the compounds above, these have a Cl atom:
SMILES | MgcRacGAP inhibition | NS5 inhibitors | others
CCN(CC(=O)Nc1cccc(OC)c1)C(=O)C1CC(=O)N(Cc2ccccc2Cl)C1 (stereo not given) | 9% | -2%
O=C(CN1CCCC1c1cccs1)Nc1cc(S(=O)(=O)N2CCCCC2)ccc1Cl (stereo not given) | 9% | -2%
O=C(OCC(=O)c1ccccc1Cl)C1=NN(c2ccccc2)C(=O)CC1 | 3% | 2%
O=C(COC(=O)c1cnccn1)NCCc1ccc(Cl)cc1 | 9% | -9%
CN1CCN(S(=O)(=O)c2ccc(N(C)Cc3c(F)cccc3Cl)nc2)CC1 | 2% | 2%
COCCCNC(=O)C[C@H]1C[C@H](C(=O)N2CCCCC2)[C@@]2(C)c3[nH]c4ccc(Cl)cc4c3CCN2C1=O | -3% | 3%
COc1ccc(C2=Nn3c(nnc3-c3ccccc3Cl)SC2)cc1OCC1CC1 | 10% | 2%
CCC1([N+](=O)[O-])COC(c2ccc(Cl)cc2)OC1 (stereo not given) | -5% | -5%

Further structures:
SMILES | MgcRacGAP inhibition | NS5 inhibitors | others
CC1C(=O)N(Cc2cn(Cc3ccco3)nn2)CCS(=O)(=O)N1Cc1ccc(-c2ccccc2)cc1 (stereo not given) | 15% | -2%
CNC[C@H]1Oc2c(NS(=O)(=O)c3ccc(OC)cc3)cccc2C(=O)N([C@H](C)CO)C[C@H]1C | 0% | -4%
CN(N=Cc1ccccc1O)c1ccc2ccccc2n1 | 8% | 1%
CC(C)n1cc(C#N)c(N)n1 | -3% | 1%
Cc1cccc(NC(=O)CSCC(=O)Nc2cc(C(F)(F)F)ccc2N2CCOCC2)c1 | 10% | 4%
CCN(C(=O)COC(=O)CCC(=O)c1cccs1)c1ccccc1 | 7% | -3%
CC(=O)C(CC(=O)N1CCCC1)C(=O)Nc1ccc(Cl)cc1 (stereo not given) | 1% | 0%
C[C@H]1CCCCO[C@@H](CN(C)S(=O)(=O)c2ccc(Cl)cc2)[C@@H](C)CN([C@@H](C)CO)C(=O)c2cc(NS(=O)(=O)c3ccccc3)ccc2O1 | 15% | 6%
NC(=O)Cc1ccc(OCc2nn[nH]n2)cc1 | 8% | 2%
CN(C)C(=O)CSc1nnc(-c2ccco2)n1-c1ccccc1 | -15% | -7% | NS5 inhibitors pilot replicate=-0.9

Some of these compounds in order of SMILES length, falling:
SMILES | MgcRacGAP inhibition | NS5 inhibitors | others
CC(C)c1ccc(S(=O)(=O)N2CCN(C(=O)c3cccc(S(=O)(=O)N4CCOCC4)c3)CC2)cc1 | 5% | 3%
CCN(c1ccccc1)S(=O)(=O)c1cc(C(=O)NCC(c2ccco2)N2CCCCC2)ccc1C (stereo not given) | 6% | -12%
O=P1(NC2CCCCC2)OCC2(CO1)COP(=O)(NC1CCCCC1)OC2 (stereo not given) | -4% | 8%
CC(=O)Nc1cccc(C(=O)OCC(=O)NC(=O)NC2CCCC2)c1 | 6% | -4%
CCN(C(=O)COC(=O)CCC(=O)c1cccs1)c1ccccc1 | 7% | -3%

Continuation:
SMILES | MgcRacGAP inhibition | NS5 inhibitors | others
CC1CN(C(=O)c2ccc([N+](=O)[O-])s2)CC(C)O1 (stereo not given) | 4% | -2%
C=CC[C@@H](CC(=O)N[C@H](CO)Cc1ccccc1)C(=O)N[C@@H](COC(=O)[C@@H](CC=C)CC(=O)OC(C)(C)C)Cc1c[nH]c2ccccc12 | 2% | -8%
CC(C)NC(=O)N(C)C[C@H]1Oc2ccc(NC(=O)CCC(F)(F)F)cc2C(=O)N([C@H](C)CO)C[C@@H]1C | 8% | 4%
CCC(=O)Nc1ccc(S(=O)(=O)NC[C@H]2O[C@@H](n3cc(C)c(=O)[nH]c3=O)C[C@@H]2O)cc1 | 15% | -7%
O=C(CNC(=O)OCc1ccccc1)NCC(=O)Oc1ccc([N+](=O)[O-])cc1 | 0% | -4%
COc1ccccc1OCC(=O)Nc1cc(S(=O)(=O)N2CCOCC2)ccc1N1CCCCC1 | 2% | -1%
O=C(CNC(=O)c1cc(=O)[nH]c2ccc(S(=O)(=O)N3CCOCC3)cc12)Nc1ccc(F)c(F)c1 | 1% | -14%
CC(OC(=O)c1cccc(S(=O)(=O)N2CCCCC2)c1)C(=O)NCC1CCCCC1 (stereo not given) | -2% | 0%
O=C(NCCNCc1cccc(Cl)c1)c1ccco1 | 5% | 10%
C[C@@H]1CCCCO[C@H](CN(C)S(=O)(=O)c2cccs2)[C@H](C)CN([C@@H](C)CO)C(=O)c2cc(NC(=O)NC3CCCCC3)ccc2O1 | 12% | -11%
O=C(COc1ccc(F)cc1)NCCNC(=O)COc1ccc(F)cc1 | 7% | 0%
CC(Sc1nnc(-c2ccco2)n1C)C(=O)Nc1ccc(N2CCOCC2)cc1 (stereo not given) | 7% | -3%
O=C(CN1C(=O)NC2(CCCC2)C1=O)NCCc1ccccc1 | 3% | -4%
Cc1ccc(S(=O)(=O)Nc2cncnc2NS(=O)(=O)c2ccc(C)cc2)cc1 | -3% | -7%
O=C(Nc1cccc(C(=O)N2CCOCC2)c1)C1CCCC1 | 8% | 2% | NS5 inhibitors pilot replicate=3.4
COc1ccccc1N(C)S(=O)(=O)c1ccc(Cl)c(C(=O)Nc2ccccc2N2CCOCC2)c1 | 12% | 3%
CC1CCC(NC(=O)c2cccc(S(=O)(=O)N3CCOCC3)c2)CC1 (stereo not given) | 5% | -6%
O=C(CSc1ccccc1F)NNC(=O)c1cncc(Br)c1 | 2% | 6%
COc1ccccc1N1CCN(S(=O)(=O)CCNC(=O)CC2CCCC2)CC1 | 5% | 0%
CC(C)C[C@@H](CNC(=O)OC(C)(C)C)NC(=O)c1nc[nH]c1C(=O)N[C@@H](CC(C)C)C(=O)CNC[C@H](CC(C)C)NC(=O)c1nc[nH]c1C(=O)N[C@@H](Cc1c[nH]c2ccccc12)C(=O)OC(C)(C)C | 10% | -7%
CCOc1ccc(NC(=O)COC(=O)c2ccc3ncsc3c2)cc1OCC | 7% | -2%
Cc1ccc(C(=O)NCC(=O)N2CCN(c3cccc(Cl)c3)CC2)s1 | 1% | -4%
CC1(CO)COC2(OC1)C(=O)Nc1ccccc12 (stereo not given) | 1% | -4%
COc1ccc(-c2ccc(OC)c(OC)c2OC)c(OC)c1OC | 11% | 9%
Cc1ccc(Sc2ccc(S(=O)(=O)Nc3ccc(C(=O)O)cc3)cc2)cc1C | 2% | 21%
CNC(=O)OCN1C(=O)C2CC=CCC2C1=O (stereo not given) | 7% | 4%
CC(Sc1ccc(S(=O)(=O)N2CCN(C)CC2)cn1)C(=O)Nc1cccc(Cl)c1Cl (stereo not given) | 3% | 4%
COc1ccccc1-n1c(SCC(=O)Nc2ccc(Cl)cc2)nc(O)c(Cc2ccccc2)c1=O | 7% | 19%
O=S(=O)(c1cccc(C(F)(F)F)c1)N1CCN(CC(O)COCc2ccccc2)CC1 (stereo not given) | 27% | -4%
O=C(C[C@H]1C[C@H](C(=O)N2CCCCC2)[C@@]2(CCc3ccccc3)c3[nH]c4cc(-c5ccco5)ccc4c3CCN2C1=O)NCc1cccc(C(F)(F)F)c1 | 10% | -12%
CCCN(Cc1nnc(-c2cccs2)o1)C(=O)CN1C(=O)NC2(CCCCC2)C1=O | 6% | -2%
Cc1noc(C)c1S(=O)(=O)N(C)C[C@H]1OCc2cn(nn2)CCCC(=O)N([C@H](C)CO)C[C@@H]1C | 3% | -2%
